Screening results as filed in PubChem BioAssay.
PP5 primary: PP5 (human) phosphatase inhibition. inhibition, % at 6.7 µM. actives 0.18% (n = 320,000). P53041. purified PP5c, OMFP substrate fluorescence. AID 1987;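 active = inhibition above the campaign's mean inhibition across all tested compounds plus 3 SD, cut at about 9.5% in these data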;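 also: 0% = DMSO only and 100% = 100 µM cantharidin control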
ZTA counter: counter-screen for EBNA-1 inhibitors: inhibitors of Epstein-Barr virus ZTA; inhibition, % at 11 µM; P03206; actives 0.15% (n = 320,000); ZTA-DNA binding, fluorescence polarization; in the data active = inhibition above about 33%
Target sequence (P03206 whole entry, looked up): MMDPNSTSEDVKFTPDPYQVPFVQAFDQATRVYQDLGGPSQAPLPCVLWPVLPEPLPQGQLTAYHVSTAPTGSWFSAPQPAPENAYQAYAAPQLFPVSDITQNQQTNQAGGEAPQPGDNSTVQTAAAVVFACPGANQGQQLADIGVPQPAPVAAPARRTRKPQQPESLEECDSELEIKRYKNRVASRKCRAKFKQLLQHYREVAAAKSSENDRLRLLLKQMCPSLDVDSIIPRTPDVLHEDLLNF
EBNA-1 inhibitor: blocks EBNA-1 binding to DNA; inhibition, % at 14.8 µM; EBNA-1 DNA binding, fluorescence polarization; actives 0.34% (n = 300,000); in the data active = inhibition above about 28%
core dimer inh: blocks dimerization of HCV core protein. TR-FRET GST/Flag-core106 dimerization, 1536-well. inhibition, % at 5 µM. actives 0.33% (n = 300,000). AID 1899;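 active = inhibition above the mean of all tested compounds plus 3 SD, set per screening campaign, cut at about 45% in these data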
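System – GST-tagged and Flag-tagged HCV core protein residues 1-106 · Repeats – one well for each compound · Technique – TR-FRET 671 and 617 nm emission · Doses – one concentration, 5 µM, in 0.5% DMSO · Times – 4 h, 22.5 °C incubation · Also added – Eu donor and XL665 acceptor anti-tag antibodies · Measure – percent inhibition of core106 dimerization signal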
TPT1 inhibitor: inhibitors of Candida albicans tRNA 2'-phosphotransferase TPT1; inhibition, % at 5 µM; actives 0.81% (n = 300,000); recombinant caTPT1, FP RNA substrate dephosphorylation;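 active = inhibition above the mean of all tested compounds plus 3 SD, set per screening campaign, cut at about 24% in these data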;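 also: plate controls were DMSO alone for no effect and ferristatin control at 100 nM for full effect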
CTSL1 counter: counter-screen for PFM18AAP inhibitors: inhibitors of F. hepatica cathepsin L1 | actives 0.49% (n = 300,000) | recombinant F. hepatica cathepsin L1, Z-Leu-Arg-MCA fluorescence | inhibition, % at 5.96 µM | AID 1906;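 active = inhibition above the mean of all tested compounds plus 3 SD, set per screening campaign, cut at about 17% in these data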;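 also: 0% = plate median of test compound wells and 100% = 1 µM Z-Phe-Ala-diazomethylketone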
Yeast superoxide: lowers age-related superoxide in aged yeast cells; S. cerevisiae aged cells, superoxide DHE fluorescence; hits give low values; superoxide response (% of plate mean), % at 10 µM; actives 0.18% (n = 330,000);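 active = superoxide response under a set limit, about three screen SD below normal, cut at about 65% in these data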;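 also: yeast aged for seven days with compound at 30 °C before DHE staining; 100% = average MFI of all compound-treated wells on the plate with controls excluded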
JMJD2C inh: human JMJD2C demethylase inhibition | Q9H3R0 | GST-JMJD2C(1-420) H3K9me3 demethylation, DELFIA europium | inhibition, % at 2.35 µM | actives 0.069% (n = 330,000);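 active = more than half of a compound's replicate wells show inhibition beyond 50%, single wells judged on their own value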;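 also: signal counts dimethyl H3K9 product captured on neutravidin plate; 0% = median of DMSO wells and 100% = 0.3 times that DMSO median; strong numbers were not always called active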
Target sequence (Q9H3R0 1-420 limits assumed): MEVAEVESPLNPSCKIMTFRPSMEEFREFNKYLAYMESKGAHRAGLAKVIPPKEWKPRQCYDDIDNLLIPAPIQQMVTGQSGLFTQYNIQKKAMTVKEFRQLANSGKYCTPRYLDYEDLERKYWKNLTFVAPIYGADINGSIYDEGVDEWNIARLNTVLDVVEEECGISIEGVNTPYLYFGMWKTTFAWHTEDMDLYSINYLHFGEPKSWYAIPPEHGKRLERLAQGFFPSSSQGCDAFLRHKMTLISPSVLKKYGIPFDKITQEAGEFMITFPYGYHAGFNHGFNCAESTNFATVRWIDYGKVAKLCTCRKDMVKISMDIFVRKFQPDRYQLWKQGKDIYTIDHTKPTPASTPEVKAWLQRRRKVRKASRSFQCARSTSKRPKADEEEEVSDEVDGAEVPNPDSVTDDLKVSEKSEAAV
PP1 inh: blocks human PP1-alpha phosphatase, a PP5 counter-screen; P62136; purified PP1alpha, OMFP fluorescence; inhibition, % at 6.7 µM; actives 0.9% (n = 320,000); AID 2235;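 active = inhibition above the mean inhibition of all tested compounds plus 3 SD, computed separately for each screening campaign, cut at about 15% in these data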
Target sequence (P62136 whole entry, looked up): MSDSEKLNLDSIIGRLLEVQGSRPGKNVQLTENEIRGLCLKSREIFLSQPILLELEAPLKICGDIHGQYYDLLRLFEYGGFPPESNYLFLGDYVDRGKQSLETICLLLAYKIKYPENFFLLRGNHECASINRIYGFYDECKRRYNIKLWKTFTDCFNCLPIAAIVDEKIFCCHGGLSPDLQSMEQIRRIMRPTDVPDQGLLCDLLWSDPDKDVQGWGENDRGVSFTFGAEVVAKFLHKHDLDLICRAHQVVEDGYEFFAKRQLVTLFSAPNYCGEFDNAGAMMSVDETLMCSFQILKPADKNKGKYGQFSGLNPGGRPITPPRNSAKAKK
Starred values were filed as active, the others as inactive; . = no result given; & = joins results of further samples.

canonical_smiles	PP5 primary	ZTA counter	EBNA-1 inhibitor	core dimer inh	TPT1 inhibitor	CTSL1 counter	Yeast superoxide	JMJD2C inh	PP1 inh
COc1ccc(C2NC(=O)NC(C)=C2C(C)=O)cc1 (configuration not stated)	-0.9	-3	3	27	14	0	94	26	2
Cc1cccc(NCc2ccccc2O)n1	-1.5	-10	11	-5	-10	-1	88	-2	-2
CN(C)CCn1c(=S)[nH]c2ccc(Cl)cc2c1=O	1.5	-8	1	-4	1	-2	97	-15	-3
CCOC(=O)c1c(C)c(-c2ccccc2)n(CC(=O)NCCC(C)C)c1C	0.7	0	-4	6	-1	89*	83	7	2
CC(C)CN(C(=O)c1ccc(=O)n(C)n1)c1c(N)n(Cc2ccccc2)c(=O)[nH]c1=O	3.5	-7	-11	3	-1	1	99	8	-6
COc1ccc(C(=O)NCCN2CCCC2)cc1	-0.6	10	8	6	-3	3	100	1	0
CC(C)(C)CN1CCN(Cc2cc3ccccc3[nH]2)CC1CCO (configuration not stated)	4.6	1	-5	0	6	-1	92	-4	0
CC(OC(=O)c1cc(-c2cccnc2)nc2ccccc12)C(=O)Nc1ccc2ccccc2c1 (configuration not stated)	2.0	8	-10	12	1	-30	109	-19	9
CC(Sc1nc2ncc(Cl)cc2[nH]1)C(=O)NC1(C#N)CCCCC1 (configuration not stated)	0.7	-17	.	.	.	.	87	2	-4
CCn1c(SCC(=O)c2ccccc2)nnc1-c1cccnc1	1.7	-10	10	4	2	-4	87	-11	-1
CC(=O)NCc1nc2ccccc2n1C(C)C	-1.5	16	7	-2	0	-1	92	0	-6
Cc1ccc(C(=O)NC(C)c2ccc(F)cc2)cc1 (configuration not stated)	-2.9	-7	-4	-7	0	-4	110	-3	-1
COc1cccc(CN2CCN(C(c3ccccc3)c3ccccc3)CC2)c1O	5.0	-11	-1	-1	-1	2	95	11	2
COc1ccc(-c2nc(N)nc(C)c2-c2ccc(Cl)cc2)c(O)c1	4.4	-15	-13	9	-3	1	100	0	3
O=c1cc(N2CCc3ccccc32)[nH]c(=O)n1-c1ccc(Cl)cc1	3.8	2	0	-9	-4	-2	95	5	-4
COc1ccccc1N1CCN(C(=O)c2ccc(N3CCCCS3(=O)=O)cc2)CC1	4.8	0	-7	-1	7	-3	85	0	3
CCCCn1c(N)c(N(CCC(C)C)C(=O)COC(=O)c2ccccc2)c(=O)[nH]c1=O	-2.0	-10	-1	-1	2	12	105	-1	-4
O=C(O)c1nn(CCOc2c(Cl)cccc2Cl)c(=O)c2ccccc12	0.5	7	-1	16	1	2	102	-8	-1
COc1ccc(NC(=O)COc2ccc(C(=O)NC3CCCc4ccccc43)cc2OC)cc1 (configuration not stated)	3.9	-22	-6	5	0	4	109	-5	-2
CCCc1cc(NCCCN(C)C)n2c(nc3ccccc32)c1C#N	-0.6	2	2	-1	1	-2	91	-13	-1
O/N=C(\c1ccc2c(c1)OCCO2)C1CCCCC1	4.2	4	-10	-4	-5	-4	111	10	0
C=CCn1c(-c2ccoc2)n[nH]c1=S	2.5	-4	-8	-2	-2	-2	103	-5	-3
CCc1nnc(NC(=O)CCC(=O)Nc2ccc(Cl)cc2)s1	-1.5	13	6	5	0	-1	108	-15	0
COCC(C)n1c(C)cc(C(=O)CSc2nnnn2C2CCCC2)c1C (configuration not stated)	-0.8	8	.	.	.	.	78	-2	1
COCCN(C(=O)COC(=O)C1CCC(C(C)(C)C)CC1)c1c(N)n(Cc2ccccc2)c(=O)[nH]c1=O (configuration not stated)	-0.1	-14	-19	-1	1	-1	111	3	-1
COc1ccc(C(CNC(=O)CCOc2ccccc2)N(C)C)cc1 (configuration not stated)	0.3	5	-4	-1	1	0	93	1	-2
Cc1nc(-c2ccc(S(=O)(=O)Oc3ccc(Cl)cc3Cl)s2)cs1	1.6	-4	3	-10	-5	0	97	7	-2
O=C(CCSc1ccc(Cl)cc1)NN=C1CCCCCC1	2.5	9	10	0	-3	1	103	0	3
CCCCCCC1CCC(c2nc(-c3ccncc3)no2)CC1 (configuration not stated)	-0.3	4	2	-8	-4	9	82	-26	-1
Cc1ccc(S(=O)(=O)N2CC[C@@H]2C(=O)O)cc1	0.1	-26	-4	-6	-3	-4	90	6	-3
CCN(CC)S(=O)(=O)c1ccc(N2CCOCC2)c(NC(=O)COc2ccccc2C)c1	2.0	5	.	.	.	.	75	0	-3
Cc1ccccc1NC(=O)CSCc1cc(=O)n2ccsc2n1	-1.8	16	17	-1	-2	1	118	13	-4
Cc1ccc(C)c(OCCC(=O)N2CCN(S(=O)(=O)c3cc(C)ccc3C)CC2)c1	2.0	4	-7	6	-1	1	108	1	0
COc1ccc(S(=O)(=O)N2CCN(C(=O)C3CCCO3)CC2)cc1 (configuration not stated)	4.0	-7	-5	0	-1	-3	102	1	-1
Cc1c(C(=O)c2no[n+]([O-])c2C(=O)c2cnn(C)c2C)cnn1C	2.9	-25	-11	-2	-2	15	99	-6	-5
Cc1ccc([N+](=O)[O-])cc1NC(=O)c1ccoc1C	0.8	-2	-4	10	-4	-2	98	-15	0
CCCn1c(N/N=C\C=C\c2ccccc2)nc2c1c(=O)[nH]c(=O)n2C	0.0	-12	-8	-9	-5	7	90	23	2
O=C1CCCC2=C1C(c1cn(-c3ccccc3)nc1-c1cccs1)c1c([nH]c(=O)[nH]c1=O)N2 (configuration not stated)	-1.0	-12	1	45	1	2	92	-8	2
CCOC(=O)C1(CCOc2ccccc2)CCN(CCCn2cccn2)CC1	-1.9	10	-2	1	4	-2	125	-13	-4
CCCCCc1nc(-c2nonc2N)no1	2.9	-7	1	-1	-3	2	99	-6	-5
COC(=O)N/C(C)=C1/NC(=O)c2ccccc2C(c2ccccc2)N1 (configuration not stated)	1.1	-5	8	-4	-5	2	108	-19	1
CCOC(=O)c1sc(SCc2ccccc2)c2c1CC(C)(C)CC2=O	1.2	-4	-1	-9	-4	-3	.	.	-1
C=C(C)Cn1c(CCNC(=O)c2ccco2)nc2ccccc21	0.3	5	-3	-8	-1	2	100	7	5
COc1cccc(NC(=O)c2cc([N+](=O)[O-])ccc2NCc2cccnc2)c1	2.4	1	-5	11	1	3	95	1	0
O=S(=O)(NCCc1ccncc1)c1ccccc1	0.2	2	-4	-7	2	1	92	5	-1
COCC1=C(C(=O)OC)C(c2ccco2)n2ncnc2N1 (configuration not stated)	-1.6	-18	-3	-4	3	6	104	8	-6
CC(C)c1ccc(S(=O)(=O)N(C)C2(C)CCS(=O)(=O)C2)cc1 (configuration not stated)	0.5	-1	-2	0	-2	-7	107	10	-9
CCOC(=O)N1CCN(C(=O)CCn2c(=S)[nH]c3cc(OCC)c(OCC)cc3c2=O)CC1	1.1	-7	0	2	-1	-3	118	-7	-5
Cc1ccccc1Nc1nc(N)nc(COC(=O)/C=C/c2ccco2)n1	-1.4	0	-7	2	4	6	107	-1	-3
CCCn1nc2cc(C(=O)NCc3ccc(OC(F)(F)F)cc3)ccc2c1OCC	6.6	9	-3	7	0	5	.	6	3

Next part:
canonical_smiles	PP5 primary	ZTA counter	EBNA-1 inhibitor	core dimer inh	TPT1 inhibitor	CTSL1 counter	Yeast superoxide	JMJD2C inh	PP1 inh
Cc1ccc(C)c(NC(=O)Cn2nc(C)c3ccccc3c2=O)c1	-1.7	-7	7	3	-4	7	99	-9	2
O=C1C=C(N(CCO)CCO)C2(CCCCC2)O1	6.2	3	0	-4	-3	-2	133	2	-1
CCOC(=O)N1CCC(NC2CCCCCCC2)CC1	1.1	5	-2	-3	-3	1	97	4	-3
COC(=O)c1c(NC(=O)CSc2nnnn2-c2ccccc2)sc2c1CCC(C)C2 (configuration not stated)	-3.3	2	-12	-1	1	-3	127	4	2
Cc1ccccc1N=C1SCCN1C(=O)CN1C(=O)NC2(CCCC2)C1=O	4.9	6	7	4	-2	4	97	-12	0
O=C(CNS(=O)(=O)N1CCOCC1)N/N=C/c1cccnc1	-0.3	-11	-5	0	-1	8	93	-2	-2
Cc1ccc(-n2c(SCC(=O)N3c4ccccc4Sc4ccccc43)nnc2-c2ccncc2)cc1	4.3	-1	6	10	-1	2	100	10	4
COc1ccc(C2=NN(S(C)(=O)=O)C(c3cccs3)C2)cc1 (configuration not stated)	1.6	2	5	1	1	2	98	-5	1
CCN(CC)S(=O)(=O)c1ccc(N2CCOCC2)c(NC(=O)CCOc2ccccc2)c1	-0.6	7	-5	2	-4	2	100	-3	-1
COc1ccc(-c2nc(CSCC(=O)NCc3ccc4c(c3)OCO4)c(C)o2)cc1OC	-1.2	-1	1	-1	0	0	110	4	0
COc1ccccc1NS(=O)(=O)c1ccc(N2CCOCC2)c(NC(=O)c2ccco2)c1	-3.5	0	0	-5	5	-1	107	1	-4
Cc1cccc(NC(=O)NNC(=O)c2ccc(C)c([N+](=O)[O-])c2)c1	2.4	-13	2	4	0	4	99	-21	-3
COc1ccc(C(C)=O)cc1CSCCC#N	1.1	-25	-3	-8	-2	2	92	20	0
Cc1ccc(C)c(N2N=C(C(=O)O)CCC2=O)c1	2.1	1	-5	-4	-4	-1	98	1	2
O=[N+]([O-])c1cc(S(=O)(=O)N2CCCC2)ccc1N/N=C/c1ccccn1	0.9	3	1	-4	0	-3	101	17	3
Cc1ccc(NS(=O)(=O)c2cc(Br)cnc2N)c(Cl)c1	-1.7	-11	-2	0	-4	1	91	-6	-4
Cc1[nH]c2ccccc2c1SCc1n[nH]c(=S)n1C	1.7	1	-9	-6	-4	-2	98	-1	-2
CCn1cc(S(=O)(=O)NCCc2ccc(OC)c(OC)c2)cn1	1.2	7	2	-3	-2	1	96	2	-6
COc1ccc(OCc2nnc(SCC(=O)Nc3cccc(C(C)=O)c3)o2)cc1	2.3	-6	.	.	.	.	110	-5	0
Clc1ccccc1C(c1nnnn1Cc1ccco1)N1CCN(Cc2ccco2)CC1 (configuration not stated)	1.7	8	1	14	-2	0	101	-7&1	-1
Cc1nn2c(c1-c1ccccc1)NC1=C(C(=O)CCC1)C2c1ccccc1 (configuration not stated)	3.0	1	0	3	0	3	114	-5	-5
COc1ccc(C(=O)c2c3ccccc3[n+]([O-])n2CCCN)cc1	-0.1	3	5	10	1	6	104	8	0
CCOC(=O)C1=C(C)Nc2ncnn2C1c1cc(Br)ccc1F (configuration not stated)	-6.6	-10	-13	4	0	8	102	-5	5
O=C(COC(=O)Cc1ccc(Br)cc1)NC1CCCCC1	-0.8	2	10	-1	-5	3	117	8	2
Cc1ccccc1OCC(=O)N/N=C/c1cccn1C	0.9	8	-10	-3	1	-3	107	-5	-1
Cn1cc(CN2CCN(c3ncccn3)CC2)c(-c2cccc(Cl)c2)n1	0.1	-1	8	1	-2	-2	74	-6	0

Shown as labelled records: entries from further up
COc1ccc(-c2nc(CSCC(=O)NCc3ccc4c(c3)OCO4)c(C)o2)cc1OC
  PP5 primary: -1.2 | ZTA counter: -1 | EBNA-1 inhibitor: 1 | core dimer inh: -1 | TPT1 inhibitor: 0 | CTSL1 counter: 0 | Yeast superoxide: 110 | JMJD2C inh: 4 | PP1 inh: 0

COc1ccccc1NS(=O)(=O)c1ccc(N2CCOCC2)c(NC(=O)c2ccco2)c1
  PP5 primary: -3.5 | ZTA counter: 0 | EBNA-1 inhibitor: 0 | core dimer inh: -5 | TPT1 inhibitor: 5 | CTSL1 counter: -1 | Yeast superoxide: 107 | JMJD2C inh: 1 | PP1 inh: -4

Cc1cccc(NC(=O)NNC(=O)c2ccc(C)c([N+](=O)[O-])c2)c1
  PP5 primary: 2.4 | ZTA counter: -13 | EBNA-1 inhibitor: 2 | core dimer inh: 4 | TPT1 inhibitor: 0 | CTSL1 counter: 4 | Yeast superoxide: 99 | JMJD2C inh: -21 | PP1 inh: -3

COc1ccc(C(C)=O)cc1CSCCC#N
  PP5 primary: 1.1 | ZTA counter: -25 | EBNA-1 inhibitor: -3 | core dimer inh: -8 | TPT1 inhibitor: -2 | CTSL1 counter: 2 | Yeast superoxide: 92 | JMJD2C inh: 20 | PP1 inh: 0
